High-throughput results as filed in PubChem.
ATG4B inh = inhibitors of human ATG4B cysteine protease. Q9Y4P1. ATG4B cleavage of LC3-PLA2, NBD-HPC fluorescence, 1 h. inhibition, % at 8.33 µM. 0.51% of 340,000 active. AID 504462; in the data active = inhibition above about 40%
UBC13 inh = blocks human UBC13 polyubiquitin chain formation. inhibition, % at 20 µM. AID 485273. P61088. 0.47% of 330,000 active. TR-FRET; in the data active = inhibition above about 45%, passing the limit was not always enough
CCR6 antag = CCR6 (human) receptor antagonism. P51684. CHO-K1 CCR6 PathHunter beta-arrestin, luminescence, CCL20-stimulated. inhibition, % at 20 µM. 0.49% of 340,000 active. AID 493098;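 active = compounds whose inhibition of the agonist-driven luminescence signal at 20 µM reaches about 50%, limit read from the data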;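 also: cells stimulated with CCL20 at 14 nM final; plate controls were DMSO with CCL20 for no effect and DMSO without agonist for full effect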
Target sequence (P51684 whole entry, looked up): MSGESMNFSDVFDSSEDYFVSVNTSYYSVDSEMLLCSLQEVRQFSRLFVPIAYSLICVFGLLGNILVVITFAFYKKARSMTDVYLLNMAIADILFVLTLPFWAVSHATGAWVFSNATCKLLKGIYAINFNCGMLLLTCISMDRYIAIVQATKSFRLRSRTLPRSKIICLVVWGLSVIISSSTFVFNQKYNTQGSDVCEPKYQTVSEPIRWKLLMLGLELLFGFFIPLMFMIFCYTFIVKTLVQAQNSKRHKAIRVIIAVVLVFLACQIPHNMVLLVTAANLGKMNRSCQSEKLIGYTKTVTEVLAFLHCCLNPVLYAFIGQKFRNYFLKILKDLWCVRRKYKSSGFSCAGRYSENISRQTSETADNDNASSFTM
APJ antag = blocks the human apelin receptor APJ; CHO-K1 APJ beta-arrestin complementation, luminescence; inhibition, % at 20 µM; 0.32% of 330,000 active; AID 2521;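 active = inhibition above about 40% at 20 µM, limit read from the data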;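 also: cells challenged with 10 nM apelin-13 agonist together with compound; plate controls were apelin-13 plus DMSO wells for no effect and DMSO wells lacking apelin-13 for full effect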
Target sequence (P35414 whole entry, looked up): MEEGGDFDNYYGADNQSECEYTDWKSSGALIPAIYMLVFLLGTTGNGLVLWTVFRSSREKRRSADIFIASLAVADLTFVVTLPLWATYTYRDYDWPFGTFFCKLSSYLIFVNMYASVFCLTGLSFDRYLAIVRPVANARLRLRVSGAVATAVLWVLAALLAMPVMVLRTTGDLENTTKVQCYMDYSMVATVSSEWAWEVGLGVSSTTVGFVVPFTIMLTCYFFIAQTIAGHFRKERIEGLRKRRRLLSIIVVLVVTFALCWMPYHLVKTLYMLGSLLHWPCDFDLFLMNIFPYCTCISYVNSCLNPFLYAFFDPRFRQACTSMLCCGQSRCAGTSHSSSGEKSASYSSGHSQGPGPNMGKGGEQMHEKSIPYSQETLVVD
Gli-Sufu antag = Gli-Sufu pathway antagonism | Sufu-KO-LIGHT fibroblasts, Gli luciferase reporter luminescence | inhibition, % at 5 µM | 0.74% of 340,000 active | AID 588413;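 active = inhibition above about 55%, limit read from the data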;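 also: 0% = DMSO-treated cells and 100% = wells with medium but no cells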
CXCR6 inh = inhibitors of human CXCR6 receptor; CHO-K1 PathHunter CXCR6 beta-arrestin, luminescence; AID 602244; 0.36% of 360,000 active; inhibition, % at 20 µM; O00574; in the data active = inhibition above about 34%, passing the limit was not always enough;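 also: antagonist mode with CXCL16 agonist at 10 nM final; 0% = 10 nM CXCL16 with DMSO and 100% = unstimulated wells without agonist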
Target sequence (O00574 whole entry, looked up): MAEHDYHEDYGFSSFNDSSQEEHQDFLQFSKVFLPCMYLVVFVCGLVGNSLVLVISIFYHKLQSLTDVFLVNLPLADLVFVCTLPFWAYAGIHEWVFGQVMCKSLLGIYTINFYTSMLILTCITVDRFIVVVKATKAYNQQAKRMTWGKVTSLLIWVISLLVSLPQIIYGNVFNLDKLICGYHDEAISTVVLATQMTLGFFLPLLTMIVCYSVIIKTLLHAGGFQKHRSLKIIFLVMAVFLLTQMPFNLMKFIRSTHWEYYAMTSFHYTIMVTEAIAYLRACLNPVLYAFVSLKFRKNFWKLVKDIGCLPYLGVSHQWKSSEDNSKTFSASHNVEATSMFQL
APJ agonist = APJ receptor agonism; activation, % at 20 µM; 0.11% of 330,000 active; P35414; CHO-K1 APJ PathHunter beta-arrestin, luminescence; 0% DMSO wells, 100% apelin;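 active = activation more than six SD over the plate average, tested at 20 µM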;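 also: 0% = DMSO alone and 100% = apelin-13 at 10 nM; some results filed as inactive read as strong as hits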
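Test system – PathHunter CHO-K1 APJ (AGTRL-1) beta-arrestin reporter cells · Input – 1000 cells/well · Compound – single test compound dose, 20 µM final, 1% DMSO · Times – compound stimulation 90 min at 25 °C, detection 60 min · Technique – beta-gal luminescence · Read-out basis – APJ–arrestin association signal · Control set – negative DMSO alone, positive Apelin-13 at 10 nM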
EBI2 block = EBI2 (human) antagonism | 0.81% of 360,000 active | P32249 | EBI2 beta-arrestin recruitment, luminescence, 7a,25-OHC stimulated | inhibition, % at 5 µM; in the data active = inhibition above about 38%;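 also: enzyme fragment complementation signal reports receptor beta-arrestin coupling in cells; 0% = agonist plus DMSO wells and 100% = wells without agonist; some results beyond the cut were filed as inactive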
An asterisk follows results filed as active; / = not tested or not shown. An unsorted share of the library; overall some 3% were active at least once.

Preview (2 entries):
Results follow in this order: ATG4B inh | UBC13 inh | CCR6 antag | APJ antag | Gli-Sufu antag | CXCR6 inh | APJ agonist | EBI2 block
(1) CCN(CC)C(=O)Cn1nnc(-c2ccc(S(C)(=O)=O)cc2)n1
→ 1 | 0 | 6 | 1 | -8 | -3 | -3 | 0
(2) CC(C)NC(=O)c1ccc2c(c1)N(CC(=O)Nc1ccccc1F)C(=O)C(C)(C)O2
→ -1 | 6 | 6 | 12 | 16 | 11 | -3 | 6

Main list, previewed entries included:
Results follow in this order: ATG4B inh | UBC13 inh | CCR6 antag | APJ antag | Gli-Sufu antag | CXCR6 inh | APJ agonist | EBI2 block
(1) CCN(CC)C(=O)Cn1nnc(-c2ccc(S(C)(=O)=O)cc2)n1
→ 1 | 0 | 6 | 1 | -8 | -3 | -3 | 0
(2) CC(C)NC(=O)c1ccc2c(c1)N(CC(=O)Nc1ccccc1F)C(=O)C(C)(C)O2
→ -1 | 6 | 6 | 12 | 16 | 11 | -3 | 6
(3) COCC(C)n1c(SCC(=O)Nc2cc(C)on2)nc2ccccc2c1=O (centres undefined)
→ 0 | -4 | -4 | -9 | -6 | 0 | 8 | 3
(4) Cc1cc(C)n(CCCNC(=O)Cn2nnnc2CN2C[C@@H](C)O[C@@H](C)C2)n1
→ 0 | -2 | 3 | 9 | -5 | 5 | 1 | -6
(5) COc1cccc(-c2nc3ccc(O)cc3c(=O)o2)c1
→ -6 | -3 | -3 | 7 | -16 | -11 | 2 | -7
(6) Clc1nc2ccccc2nc1-c1ccccc1
→ 5 | -13 | 10 | 2 | 2 | 5 | -5 | 0
(7) Cc1cc(NC(c2cccnc2)c2ccc3cccnc3c2O)no1 (centres undefined)
→ -1 | -20 | -7 | -34 | -2 | 5 | 0 | -1
(8) CSc1ccc(/C=C/C(=O)NC(=O)c2ccccc2O)cc1
→ -1 | -7 | 16 | 8 | -18 | 8 | -3 | 5
(9) CC1CC2C(C(O)CC3(C)C2CCC3(O)C(=O)CO)C2(C)C=CC(=O)C=C12 (centres undefined)
→ -6 | / | -1 | / | 6 | -3 | / | -6
(10) COc1ccc(C(=O)NC(=S)Nc2ccc(N3CCCC3)cc2)cc1
→ 2 | -4 | -1 | -6 | -2 | 6 | 4 | 16
(11) O=c1[nH]cc(-c2ccc(Br)cc2)n1Cc1ccccc1
→ 0 | 8 | 9 | -3 | 9 | -3 | -3 | 0
(12) CCN(CC)CCN1C(=O)C(=O)/C(=C(/O)c2ccc(S(=O)(=O)N3CCOCC3)cc2)C1c1ccc(C(C)C)cc1 (centres undefined)
→ -2 | -8 | -2 | 11 | 15 | 1 | 1 | -5
(13) O=C(C1COc2ccccc2O1)N1CCCCC1 (centres undefined)
→ -9 | -6 | 11 | -5 | -9 | 1 | -2 | -2
(14) O=C(O)c1ccc2c(=O)n3c(nc2c1)/C(=C/c1ccc(C(F)(F)F)cc1)CC3
→ -7 | -7 | 4 | 16 | 2 | -2 | -1 | -2
(15) COCCNC(=O)CN(C(=O)CCC(=O)Nc1cc(C)on1)c1ccc(C)cc1C
→ -8 | 10 | 6 | -2 | 4 | -3 | 1 | 4
(16) O=C(N/N=C1/CC2C=CCC12)c1ccco1 (centres undefined)
→ 4 | -5 | 4 | 16 | -7 | 0 | 0 | -9
(17) Cc1ccccc1N1C(=O)C2C3CCC(O3)C2C1=O (centres undefined)
→ -6 | -3 | 5 | 16 | -6 | -4 | 1 | -4
(18) Cc1nnc(SCC(=O)Nc2cc(Cl)ccc2Cl)n1CC1CCCO1 (centres undefined)
→ -3 | 1 | 7 | 14 | 7 | 3 | -2 | -8
(19) O=c1c2ccccc2nnn1CCN1CCOCC1
→ 10 | -7 | 3 | 5 | -11 | -4 | -4 | -5
(20) Cc1ccc(S(=O)(=O)N2CCC(CN3C(=O)c4cccc5cccc(c45)C3=O)CC2)cc1
→ -11 | 24 | -7 | 7 | 8 | 4 | 1 | 0
(21) CC(C)(C)c1ccc(C(=O)Cn2cnnc2C#N)cc1
→ 6 | 1 | 30 | 11 | 14 | 0 | -2 | 10
(22) N#CC1(NC(=O)COc2ccc3oc4ccccc4c3c2)CCCCC1
→ -8 | -6 | -1 | -10 | -9 | -3 | -2 | 18
(23) Cc1ccc(C)c(C(=O)COC(=O)c2c(-c3ccccc3)noc2C)c1
→ 2 | -2 | 23 | 16 | -4 | -5 | 3 | 5
(24) COC(=O)c1ccc2c(C)c(C(C)(C)O)[nH]c2c1
→ -3 | 16 | 6 | 10 | -17 | -4 | -1 | 2
(25) CC(=O)c1cccc(NC(=O)c2cc(-c3ccc(F)cc3)on2)c1
→ -6 | -6 | -2 | 0 | -15 | -1 | -3 | 4
(26) CC1CN(CCc2ccccc2)C(C)C/C1=N/O (centres undefined)
→ 12 | -3 | 6 | -13 | -7 | -3 | -4 | 5
(27) COc1cc(C(=O)Nc2ccc(C(=O)c3cccs3)cc2)cc(OC)c1OC
→ -9 | 6 | 16 | 7 | 20 | 36 | -4 | 2
(28) CCCCSc1n[nH]c(=S)c2nc[nH]c12
→ 6 | / | 6 | / | -10 | 0 | / | -6
(29) CC1(C)C(=O)Nc2ccccc2N1C(=O)COC(=O)CSc1ccc(F)cc1
→ -12 | 3 | 10 | 2 | -5 | 0 | -4 | 0
(30) COc1cccc(Cn2cnc3c(sc4nc(C)cc(C)c43)c2=O)c1
→ -8 | 5 | -2 | -4 | -4 | 7 | -3 | -3
(31) CCCCOc1ccc(/C=N/NC(=O)c2nnn(-c3nonc3N)c2C)cc1
→ 9 | 2 | 12 | 7 | 3 | 0 | 2 | -3
(32) CCOc1ccccc1NC(=O)c1ccc(CN2CCc3ccccc3C2)cc1
→ 1 | 2 | 0 | -6 | -40 | -17 | -3 | -1
(33) COc1ccc(S(=O)(=O)N(CCCN2CCCC2=O)Cc2cc3c(C)ccc(C)c3[nH]c2=O)cc1
→ -11 | 3 | 11 | -9 | 6 | 0 | -3 | 2
(34) CS(=O)(=O)c1ccc(Sc2nc3ccccc3[nH]2)c([N+](=O)[O-])c1
→ -5 | -8 | 9 | -11 | 8 | -5 | 5 | 4
(35) CCOC(=O)N1CCC(n2c(SCC(=O)NCCc3ccc(S(N)(=O)=O)cc3)nc3ccccc3c2=O)CC1
→ 9 | -7 | -7 | -13 | -1 | -7 | -1 | -16
(36) Cc1ccc2nc(-c3ccc(NC(=O)c4ccco4)cc3)[nH]c2c1
→ -10 | -11 | 0 | -4 | -13 | -6 | 5 | 26
(37) CCOC(=O)CSc1nc2ccccc2n1CC(=O)N1CCN(c2ccccc2)CC1
→ -2 | 17 | -18 | 3 | 0 | 6 | -5 | -3
(38) O=C(COC(=O)c1cc(S(=O)(=O)N2CCCCC2)ccc1N1CCOCC1)NCCc1ccc(F)cc1
→ -7 | -8 | 7 | 9 | 0 | -5 | -2 | -8
(39) COc1ccc(-c2cc3c(=O)n(CC(=O)Nc4cccc(Cl)c4)ncn3n2)cc1
→ -3 | -3 | 7 | 12 | -10 | -6 | -5 | -11
(40) Cc1cc(C)cc(NC(=O)[C@H](NC(=O)[C@@H]2Cc3ccccc3CN2)c2ccccc2)c1
→ 11 | -3 | 0 | 1 | -10 | 6 | -5 | -5
(41) Nn1cnc2cc3ccccc3cc2c1=O
→ 3 | -14 | -12 | -1 | -12 | -13 | 2 | -5
(42) CC(C)(C)CN1C(=O)C(=O)NC[C@H]1Cc1cccc2ccccc12
→ -6 | 4 | -5 | 1 | 1 | -7 | 1 | 1
(43) CCC1CCCCN1C(=O)C(=O)c1cn(CC(=O)N(CC)CC)c2ccccc12 (centres undefined)
→ -13 | -6 | -1 | -15 | 1 | -1 | -2 | 1
(44) Cc1cc(C)n(CC2CC(=O)N(c3ccc(Cl)cc3)C2=O)n1 (centres undefined)
→ -5 | -7 | 1 | -7 | 6 | 4 | -5 | -8
(45) CN(CC(=O)Nc1ccccc1N1CCCC1)S(=O)(=O)c1ccc(F)cc1
→ 9 | 38 | 11 | -46 | 4 | 1 | -1 | 12
(46) O=C(Cn1nc(-c2ccc(Cl)cc2)ccc1=O)NCc1ccc2c(c1)OCO2
→ -3 | -8 | 8 | 5 | -4 | -5 | -3 | -7
(47) CC(C)CN(C)C(=O)CC1C(=O)NCCN1C (centres undefined)
→ 15 | 6 | -9 | 0 | 2 | 1 | -2 | -6
(48) CCn1cc(C(=O)Nc2ccc(C)c([N+](=O)[O-])c2)cn1
→ -4 | 2 | 13 | -3 | -3 | 8 | -2 | -15
(49) CCC(C)C(NC(=O)C1CCC(C)CC1)C(=O)Nc1ccc(OC)cc1 (centres undefined)
→ -1 | -1 | -4 | -22 | -28 | 3 | -3 | -9
(50) CCCCSc1nc2ccccc2[nH]1
→ -4 | 5 | 2 | -7 | -20 | 1 | 1 | -2
(51) COc1ccc(NS(=O)(=O)c2cccc(C(=O)NNC(=O)CN3C(=O)NC(C)(C)C3=O)c2)cc1
→ 6 | 1 | 4 | 0 | -4 | -1 | -5 | -6
(52) O=C1/C(=C/c2cccs2)Sc2ccccc21
→ 6 | -28 | 5 | -84 | 9 | -2 | 11 | -6
(53) Cc1[nH]nc2c1C(c1ccco1)C(C#N)=C(N)O2 (centres undefined)
→ 7 | 4 | 4 | -3 | -1 | 14 | -1 | -17
(54) COC(=O)c1ccccc1NC(=O)CSc1n[nH]c(-c2ccco2)n1
→ -3 | -8 | 17 | -8 | 21 | 2 | -1 | -3
(55) CCCCNc1ncnc2sc3c(c12)CCN(CCC)C3
→ -3 | 11 | 7 | 14 | 9 | 7 | -5 | 2
(56) COc1ccc(N2C(=O)CC(N(CCc3ccc(S(N)(=O)=O)cc3)C(=S)Nc3ccccc3)C2=O)cc1 (centres undefined)
→ -7 | 5 | 16 | -11 | -29 | -4 | -1 | 6
(57) COc1cc(C2Nc3cccc4cccc(c34)N2)ccc1O
→ -16 | -30 | -16 | -21 | 32 | -25 | 3 | -7

Sorted by heavy-atom count (smallest number first): some entries from above
Results follow in this order: ATG4B inh | UBC13 inh | CCR6 antag | APJ antag | Gli-Sufu antag | CXCR6 inh | APJ agonist | EBI2 block
(16) O=C(N/N=C1/CC2C=CCC12)c1ccco1 (centres undefined)
→ 4 | -5 | 4 | 16 | -7 | 0 | 0 | -9
(24) COC(=O)c1ccc2c(C)c(C(C)(C)O)[nH]c2c1
→ -3 | 16 | 6 | 10 | -17 | -4 | -1 | 2
(21) CC(C)(C)c1ccc(C(=O)Cn2cnnc2C#N)cc1
→ 6 | 1 | 30 | 11 | 14 | 0 | -2 | 10
(55) CCCCNc1ncnc2sc3c(c12)CCN(CCC)C3
→ -3 | 11 | 7 | 14 | 9 | 7 | -5 | 2
(42) CC(C)(C)CN1C(=O)C(=O)NC[C@H]1Cc1cccc2ccccc12
→ -6 | 4 | -5 | 1 | 1 | -7 | 1 | 1
(30) COc1cccc(Cn2cnc3c(sc4nc(C)cc(C)c43)c2=O)c1
→ -8 | 5 | -2 | -4 | -4 | 7 | -3 | -3
(49) CCC(C)C(NC(=O)C1CCC(C)CC1)C(=O)Nc1ccc(OC)cc1 (centres undefined)
→ -1 | -1 | -4 | -22 | -28 | 3 | -3 | -9
(27) COc1cc(C(=O)Nc2ccc(C(=O)c3cccs3)cc2)cc(OC)c1OC
→ -9 | 6 | 16 | 7 | 20 | 36 | -4 | 2
(32) CCOc1ccccc1NC(=O)c1ccc(CN2CCc3ccccc3C2)cc1
→ 1 | 2 | 0 | -6 | -40 | -17 | -3 | -1
(51) COc1ccc(NS(=O)(=O)c2cccc(C(=O)NNC(=O)CN3C(=O)NC(C)(C)C3=O)c2)cc1
→ 6 | 1 | 4 | 0 | -4 | -1 | -5 | -6
(33) COc1ccc(S(=O)(=O)N(CCCN2CCCC2=O)Cc2cc3c(C)ccc(C)c3[nH]c2=O)cc1
→ -11 | 3 | 11 | -9 | 6 | 0 | -3 | 2
(38) O=C(COC(=O)c1cc(S(=O)(=O)N2CCCCC2)ccc1N1CCOCC1)NCCc1ccc(F)cc1
→ -7 | -8 | 7 | 9 | 0 | -5 | -2 | -8
(35) CCOC(=O)N1CCC(n2c(SCC(=O)NCCc3ccc(S(N)(=O)=O)cc3)nc3ccccc3c2=O)CC1
→ 9 | -7 | -7 | -13 | -1 | -7 | -1 | -16
